JMJD2C inh: blocks human GASC-1 demethylase activity. GST-JMJD2C(1-420) H3K9me3 demethylation, DELFIA europium. AID 2099. 330,000 tested, 0.069% active. Q9H3R0. inhibition, % at 2.35 µM;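 active = more than half of a compound's replicate wells show inhibition beyond 50%, single wells judged on their own value; inconclusive = some, but no more than half, of replicates pass 50% inhibition; inactive = no replicate passes 50% inhibition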;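 note: signal counts dimethyl H3K9 product captured on neutravidin plate; 0% = median of DMSO wells and 100% = 0.3 times that DMSO median; strong numbers were not always called active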
CTSL1 counter: blocks F. hepatica cathepsin L1 in PFM18AAP counter-screen | recombinant F. hepatica cathepsin L1, Z-Leu-Arg-MCA fluorescence | 300,000 tested, 0.49% active | inhibition, % at 5.96 µM;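 active = inhibition above the mean of all tested compounds plus 3 SD, set per screening campaign, cut at about 17% in these data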;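 note: 0% = plate median of test compound wells and 100% = 1 µM Z-Phe-Ala-diazomethylketone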
proCasp3 act: activators of human procaspase-3. recombinant procaspase-3 D3A, Ac-DEVD-pNA absorbance 405 nm. activation, % at 8.5 µM. 330,000 tested, 0.11% active. AID 463141;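 active = activation above the mean of all tested compounds plus 3 SD, cut at about 21% in these data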;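 note: 0% = DMSO alone and 100% = DMSO wells spiked with extra 5 µM PC-3 D3A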
Target sequence (P42574 whole entry D9A/D28A/D175A): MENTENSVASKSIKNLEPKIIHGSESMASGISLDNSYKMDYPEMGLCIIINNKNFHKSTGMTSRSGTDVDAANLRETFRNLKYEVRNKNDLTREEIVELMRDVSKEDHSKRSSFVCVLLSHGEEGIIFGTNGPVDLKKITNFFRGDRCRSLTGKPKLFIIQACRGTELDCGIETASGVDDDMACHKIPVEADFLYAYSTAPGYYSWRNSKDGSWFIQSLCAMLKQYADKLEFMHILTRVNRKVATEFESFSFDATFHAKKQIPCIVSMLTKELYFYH
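Assay system: Autoprocessing-dead procaspase-3 D3A mutant enzyme; also added: Ac-DEVD-pNA; doses: one concentration, 8.5 µM nominal, 0.8% DMSO; times: 1 h compound preincubation, 2 h substrate hydrolysis at 25 °C; technique: 405 nm absorbance of p-nitroaniline, reads at 0 and 120 min; measure: % activation between DMSO and enzyme-spiked controls; repeats: single replicate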
PP5 inh: PP5 (human) phosphatase inhibition; P53041; purified PP5c, OMFP substrate fluorescence; inhibition, % at 6.7 µM; 320,000 tested, 0.18% active;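 active = inhibition above the campaign's mean inhibition across all tested compounds plus 3 SD, cut at about 9.5% in these data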;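 note: 0% = DMSO only and 100% = 100 µM cantharidin control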
GRK2 aptamer HTS: inhibitors of human GRK2 displacing RNA aptamer; P25098; bead flow cytometry, FAM-aptamer displacement from GRK2; inhibition of aptamer binding, % at 10 µM; 330,000 tested, 0.59% active; AID 488847;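 active = inhibition of aptamer binding above 40%, roughly 3 SD of noise, on plates passing a quality check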;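 note: median bead fluorescence of bound FAM aptamer so fluorescent compounds give negative values; no value below 0 was filed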
Target sequence (P25098 whole entry, looked up): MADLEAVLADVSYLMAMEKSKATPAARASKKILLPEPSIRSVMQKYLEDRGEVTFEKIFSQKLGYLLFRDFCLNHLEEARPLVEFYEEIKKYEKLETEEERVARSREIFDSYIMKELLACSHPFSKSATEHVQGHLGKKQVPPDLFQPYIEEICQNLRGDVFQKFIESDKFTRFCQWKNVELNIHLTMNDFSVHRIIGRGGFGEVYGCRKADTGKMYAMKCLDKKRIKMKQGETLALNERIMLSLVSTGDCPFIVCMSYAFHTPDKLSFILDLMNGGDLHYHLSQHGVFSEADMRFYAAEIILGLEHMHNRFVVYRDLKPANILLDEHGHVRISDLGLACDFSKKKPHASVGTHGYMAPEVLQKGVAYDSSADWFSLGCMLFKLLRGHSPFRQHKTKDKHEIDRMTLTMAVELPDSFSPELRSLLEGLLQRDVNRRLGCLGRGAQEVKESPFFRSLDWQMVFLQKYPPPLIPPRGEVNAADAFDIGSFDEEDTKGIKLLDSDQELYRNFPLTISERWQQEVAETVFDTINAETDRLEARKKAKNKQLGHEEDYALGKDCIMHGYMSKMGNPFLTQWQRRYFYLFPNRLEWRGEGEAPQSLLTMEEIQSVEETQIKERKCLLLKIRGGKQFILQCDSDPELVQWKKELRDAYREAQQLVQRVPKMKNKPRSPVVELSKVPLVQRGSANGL
VLA-4 inh: inhibition in a human VLA-4 binding assay. 330,000 tested, 0.2% active. P13612. VLA-4 expressing cells, ligand binding flow cytometry. inhibition, % (about 7 µM as worked out from the volumes in the protocol); in the data active = inhibition above about 50%
HCV core dimer: blocks dimerization of HCV core protein; inhibition, % at 5 µM; TR-FRET GST/Flag-core106 dimerization, 1536-well; 300,000 tested, 0.33% active;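 active = inhibition above the mean of all tested compounds plus 3 SD, set per screening campaign, cut at about 45% in these data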
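Material: GST/Flag-tagged HCV core106 proteins. Incubation: 4 h, 22.5 °C incubation. Read-out basis: inhibition (%) from 671 over 617 nm ratio. Measured by: TR-FRET, excitation 340 nm, emission 617 and 671 nm.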
PP1 inh: blocks human PP1-alpha phosphatase, a PP5 counter-screen. P62136. inhibition, % at 6.7 µM. 320,000 tested, 0.9% active. purified PP1alpha, OMFP fluorescence. AID 2235;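 active = inhibition above the mean inhibition of all tested compounds plus 3 SD, computed separately for each screening campaign, cut at about 15% in these data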
procasp7 counter: counter-screen: procaspase-7 (human) activation; recombinant procaspase-7, Ac-DEVD-pNA absorbance 405 nm; D23A/D198A/D206A triple mutant, cannot self-cleave; scale: DMSO 0, 5 µM enzyme 100; activation, % at 8.5 µM; 330,000 tested, 0.093% active; AID 463210;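 active = percent activation above the screen-wide mean plus 3 SD, cut at about 25% in these data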
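signal = Epi-absorbance of released pNA at 405 nm, two timepoints | assay system = Uncleavable procaspase-7 mutant enzyme | reagent = Ac-DEVD-pNA substrate, 400 µM as added | times = 1 h enzyme–compound preincubation and 2 h substrate reaction, both 25 °C | benchmarks = low DMSO alone, high DMSO plus 5 µM PC-7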
* hit, by the source's call; i = inactive; ? = inconclusive; nt = no result given. Rows were taken by chance (roughly 2.6% active in at least one column).

cpd	SMILES	JMJD2C inh	CTSL1 counter	proCasp3 act	PP5 inh	GRK2 aptamer HTS	VLA-4 inh	HCV core dimer	PP1 inh	procasp7 counter
1	CCCC(=O)N(Cc1cccnc1)c1nc2c(OC)ccc(Cl)c2s1	10	3	12	0.0	2	15	2	-2	2
2	CCc1c(C)nc(Nc2nc(C)c3ccc(OC)cc3n2)[nH]c1=O	10	3	2	2.5	3	1	3	-2	-12
3	Cc1[nH]c2ccccc2c(=O)c1CN1CCCCCC1	15	6	0	2.1	0	-15	-18	-9	-4
4	CC(=O)CCSc1ncnc2sc(-c3ccccc3)cc12	-11	0	4	2.5	2	10	-51	0	3
5	COc1ccccc1C(=O)O/N=C(/C)c1ccc(N2C(=O)C3CCCCC3C2=O)cc1 (centres undefined)	-2	1	-11	2.4	3	6	6	2	-3
6	Cn1c(=O)c2ncn(CC(=O)Nc3ccc(N4CCOCC4)cc3)c2n(C)c1=O	-7	1	5	-4.0	0	-1	-1	-2	-2
7	CN1CCN(S(=O)(=O)c2cccc(C(=O)Nc3cc(Cl)ccc3N3CCOCC3)c2)CC1	5	-2	-1	0.2	0	3	4	-8	-1
8	O=[N+]([O-])c1cc(S(=O)(=O)N2CCCC2)ccc1N/N=C/c1ccncc1	-7	3	9	1.1	9	1	2	-3	16
9	O=C1CCc2cc(S(=O)(=O)NCc3ccccc3Cl)cc3c2N1CC3	?	-2	9	1.4	1	9	-1	-5	3
10	C#CCSc1nnc(-c2cccc3ccccc23)o1	2	8	3	2.7	1	4	-1	1	8
11	Cc1ccc(NC(=O)CN2C(=O)COc3ccc(S(=O)(=O)N4CCOCC4)cc32)cc1N(C)C	5	-1	5	1.6	0	5	-7	-3	1
12	COc1cc(/C=N/NC(=O)CCc2c(C)n[nH]c2C)cc(OC)c1OC	4	4	-4	-0.6	3	0	-4	-2	16
13	COCCn1c(SCC(=O)N2CCOCC2)nc2c(c1=O)SCC2	0	2	-4	4.7	4	-4	-1	-5	-1
14	CNC(=S)N/N=C/c1cc(C)ccc1C	29	0	-5	-0.1	2	5	-5	-1	-1
15	O=C(/C=C/c1ccccc1)NC(NC(=S)Nc1cccc(O)c1)C(Cl)(Cl)Cl (centres undefined)	-4	-3	-2	6.1	2	-6	7	4	1
16	Cc1ccc(S(=O)(=O)Nc2ccc(=O)n(Cc3ccc(Cl)c(Cl)c3)c2)cc1	1	2	7	1.0	0	5	28	3	1
17	O=C(CN(C(=O)CNC(=O)c1cccs1)c1ccc(F)cc1)NC1CCCCC1	-5	1	0	1.1	0	11	2	-2	-5
18	CN(C)S(=O)(=O)c1cccc(-c2csc(=Nc3ccccc3)n2CCCN2CCOCC2)c1	-7	1	-2	0.6	1	1	4	-1	8
19	O=C(O)C1=NOC(CNC(=O)c2ccccc2Cl)C1 (centres undefined)	-3	-2	-6	3.3	1	-11	-3	-3	-2
20	CCCS(=O)(=O)c1nc(S(=O)(=O)c2ccc(C)cc2)c(N2CCC3(CC2)OCCO3)s1	-6	4	4	-1.7	0	-3	10	-3	1
21	CCOC(=O)N1CCN(C2=CC(=O)OC23CCCCC3)CC1	-2	0	1	2.0	3	15	4	-4	-5
22	Clc1ccc(-n2nnnc2SCc2cn3ccccc3n2)cc1	-2	-4	-1	2.1	2	-1	2	-3	3
23	O=C(CSc1nc(-c2ccco2)cc(C(F)(F)F)n1)Nc1ccc2c(c1)CCC2	0	3	0	0.8	0	-2	13	-1	6
24	C=CCNC(=O)c1ccc(N(Cc2ccccc2)S(C)(=O)=O)cc1	-9	-2	0	1.3	0	9	-12	0	1

Of the compounds above, these have a thiophene ring, fused or not:
cpd	SMILES	JMJD2C inh	CTSL1 counter	proCasp3 act	PP5 inh	GRK2 aptamer HTS	VLA-4 inh	HCV core dimer	PP1 inh	procasp7 counter
4	CC(=O)CCSc1ncnc2sc(-c3ccccc3)cc12	-11	0	4	2.5	2	10	-51	0	3
17	O=C(CN(C(=O)CNC(=O)c1cccs1)c1ccc(F)cc1)NC1CCCCC1	-5	1	0	1.1	0	11	2	-2	-5

(cont.)
cpd	SMILES	JMJD2C inh	CTSL1 counter	proCasp3 act	PP5 inh	GRK2 aptamer HTS	VLA-4 inh	HCV core dimer	PP1 inh	procasp7 counter
25	COc1ccc(-c2ccnc(SCC(=O)N3CCN(c4ccccc4)CC3)n2)cc1	12	-5	8	1.7	1	26	1	2	-2
26	N#Cc1cc2c(=O)n3ccccc3nc2n(-c2ccc(Cl)cc2)c1=O	-12	2	-3	-0.8	0	-20	4	0	-2
27	Cc1cccc(N2CCN(C(=O)c3cc4c(=O)n(C)c5ccccc5c4n3C)CC2)c1C	-2	4	6	-0.5	0	3	5	-4	-10
28	CC(CO)Nc1nc(SCc2ccccc2)nc2sc3c(c12)CCC3 (centres undefined)	-1	1	-5	3.6	0	2	-5	1	-7
29	CCCS(=O)(=O)N1CCCC(C(=O)N2CCN(c3ccccc3)CC2)C1 (centres undefined)	-3	1	-1	-1.5	0	-6	5	-7	0
30	CSc1cccc(NC(=O)COC(=O)C2CCN(S(=O)(=O)c3ccccc3)CC2)c1	5	nt	4	3.9	1	-3	nt	3	-8
31	CC(=O)c1ccc(NC(=O)C(C)N(C)CC(=O)Nc2ccc(Cl)cc2)cc1 (centres undefined)	-26	-4	-3	0.2	0	6	6	-3	4
32	CC1=CCC2C(=O)N(c3cccc(C(=O)Nc4ccc(Cl)cc4)c3)C(=O)C2C1 (centres undefined)	15	1	7	2.1	1	23	1	1	-4
33	O=C1CCN(S(=O)(=O)c2ccccc2)CCN1CCOCc1ccc(C(F)(F)F)cc1	-8	0	-12	3.1	1	-7	0	3	3
34	Cc1nn(CCC(=O)NCc2ccc(N(C)C)cc2)c(=O)c2nn(-c3ccccc3)c(C)c12	-2	3	-1	0.2	1	4	-2	1	-1
35	CCOc1ccccc1N1CCN(C(=O)NCc2ccc(F)cc2)CC1	-8	-1	6	-4.3	0	0	-18	4	-3
36	N#CC(C#N)=C1C=CC=CN1/C(=C\c1ccco1)C(=O)c1ccc(Cl)cc1	4	11	-32	6.7	0	17	-4	4	-22
37	COc1c(C)cc(C(=O)C2CCCN(Cc3cccc4nccnc34)C2)cc1C (centres undefined)	1	4	11	1.3	1	0	9	-4	-11
38	O=C(NCn1cnccc1=O)c1ccccc1	4	0	9	1.7	0	12	-2	-1	-2
39	COc1ccc(NC(=O)/C(C#N)=C/c2c(C)nn(-c3ccc(F)cc3)c2Cl)cc1Cl	5	-6	1	3.1	7	0	10	0	-4
40	COc1cc(C2C(C(C)=O)=C(C)Nc3ncnn32)ccc1O (centres undefined)	-1	-2	3	0.9	0	-14	1	0	7
41	Nc1ccc2c(c1)nc(Cc1ccccc1)n2CCO	9	-2	-8	4.4	3	0	-13	5	6
42	Cc1ccc(-c2n[nH]c(=S)c3ccccc23)cc1	8	-1	-5	0.9	2	-15	26	0	-21
43	N[C@@H](Cc1ccccc1)C(=O)N1CCC(C(=O)NCC(=O)NCC(=O)O)CC1	0	1	-3	0.9	0	11	9	-1	-3
44	Cc1cc(C)c(S(=O)(=O)Nn2cnnc2)c(C)c1	0	-5	0	-2.8	0	6	0	-6	1
45	CN1c2ccccc2N(C)C1c1ccc2c(c1)OCO2	-27	3	0	6.3	0	-5	-2	-3	6
46	CCOC(=O)C(O)(CC(=O)c1ccc(Cl)cc1)C(=O)OCC	4	-2	-1	0.6	2	2	-4	-1	5
47	CCCc1nc2oc(C(=O)OCC)c(N)c2c2c1COC(C)(C)C2	7	-1	-8	0.4	3	5	-10	-7	20
48	Cc1onc(-c2ccccc2)c1C(=O)NC(C)c1ccc2c(c1)OCO2 (centres undefined)	6	-3	1	0.1	0	-5	-8	1	0
49	COc1ccc(N(CC(=O)NCc2ccc(F)cc2)S(=O)(=O)c2c(C)noc2C)cc1	-5	-1	2	2.0	0	2	9	1	8
50	CC(NC(=O)NC(=O)c1cccc(Cl)c1)c1ccccc1 (centres undefined)	3	6	-4	-1.5	1	-1	-15	-5	-11
51	CCSc1nnc([C@H](Cc2ccccc2)NC(=O)OC(C)(C)C)o1	0	1	4	-3.0	0	17	4	-2	5
52	O=S(=O)(c1cccs1)N1CN(Cc2ccco2)c2nc3ccccc3nc21	11	4	-2	-1.2	1	-124	-2	3	-6
53	CC(NC(=O)COC(=O)/C(=C/c1cccs1)c1cccs1)c1ccccc1 (centres undefined)	0	1	7	3.6	0	i	24	6	6
54	O=C(NCCc1nc(-c2ccccc2Cl)no1)c1ccccc1	1	2	0	3.2	0	9	-10	1	12
55	COc1ccc(OC)c(NC(=O)c2cccc3c2C(=O)N(C2CCCCC2)C3)c1	-15	1	-6	3.5	3	2	22	1	-3
56	COc1cc(S(=O)(=O)NCCCn2ccnc2)ccc1F	14	-10	1	-1.8	0	9	0	-6	10
57	Cc1cccc2c3c([nH]c12)CCN(C)C3	2	4	-4	1.4	0	-5	-19	0	6
58	Cc1c(N=NC2=C(O)CC(C)(C)CC2=O)cc2c(c1[N+](=O)[O-])C(C)(C)CC2(C)C	-6	0	-2	-2.6	0	-11	1	-2	-15
